Screening results from PubChem.
eIF4E 4G PPI = eIF4E/eIF4G interaction inhibition in translation initiation | P63073+Q04637 | TR-FRET eIF4E-eIF4GI(517-606) binding, 2 h | inhibition, % at 21.7 µM | 220,000 tested, 0.37% active | AID 782;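 active means inhibition above about 30%, limit read from the data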;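 further: 0% = full FRET control wells and 100% = background wells lacking eIF4GI fragment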
Cl transport mod = modulates chloride dependent transport by human KCC2; Q9H2X9; B-score of Tl+ flux slope (higher = more flux/activation; lower = inhibition) at 10 µM; 190,000 tested, 2.2% active; AID 1456; KCC2 cells, thallium flux FluoZin-2 fluorescence;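 active means thallium flux slope and its plate-corrected score both differing from the plate sample mean at a set confidence after two filtering rounds, in either direction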;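 further: slope of fluorescence scaled to starting intensity during 10 to 20 s after thallium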
EBV gp42 block = inhibitors of Epstein-Barr virus glycoprotein 42 | Fluorescence polarization binding assay, mP read-out | AID 1085 | Q1HVG2 | 220,000 tested, 0.42% active | inhibition, % (tested at 21.74 µM); in the data active means inhibition above about 50%
Rad51 HR inh = blocks human Rad51 in homologous recombination; Q06609; hRad51 DNA strand exchange, fluorescence dequenching; inhibition, % at 10 µM; 200,000 tested, 0.085% active; AID 1385;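 active means inhibition above 40% at the single screening dose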;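 further: 0% = DMSO control wells and 100% = blanks with heterologous ssDNA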
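Test system: preformed human Rad51 ssDNA filaments; also added: Donor/quencher-labelled 47-bp dsDNA substrate; doses: 10 µM final, single point; times: 37 °C 15-min filament assembly, 30-min compound preincubation, 15-min exchange; detection: FRET fluorescence dequenching, excitation 485 nm, emission 520 nm; read-out basis: Fluorescence-based percent inhibition, control- and blank-normalised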
m-calpain inh = blocks pig calpain II enzyme activity; 220,000 tested, 0.37% active; purified calpain II, fluorogenic peptide substrate, 30 min; AID 1236; inhibition, % at 16 µM;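 active means inhibition above about 50%, limit read from the data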
L929 necroptosis = blocks zVAD induced death of L929 cells; 220,000 tested, 0.38% active; AID 1377; viability rescue, % at 10 µM; L929 zVAD necroptosis rescue, ATP luminescence, 24 h; with zVAD 60 µM;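 active means activation, scaled between plate controls, above about 75%, limit read from the data; inactive means activation under that limit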;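 further: 0% = zVAD with DMSO and 100% = DMSO alone without zVAD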
Mdm2 ligase inh = blocks human Mdm2 ubiquitin ligase activity; cell-based MDM2 ubiquitination luciferase reporter, 2 h; 0 = plate control, 100 = twice control, blank-subtracted; Q00987; 210,000 tested, 0.11% active; signal enhancement, % at 5 µM;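 active means signal enhancement of 30% or more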;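 further: luminescence tracks abundance of the self-degrading MDM2-luciferase fusion protein; higher signal means inhibition of MDM2 E3 ligase activity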
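System: stable MDM2–luciferase fusion reporter cells / Input: 2000 cells seeded into each well / Schedule: 4 h settle plus 2 h compound, 37 °C / Compound: single-point 5 µM / Buffer or medium: cells held in DMEM / Benchmarks: control and blank well means / Evaluation: percent signal gain over controls, blank-subtracted / Measured by: luciferase luminescence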
TNF death inh = inhibitors of TNF-alpha induced necroptosis in Jurkat FADD-/- cells; Jurkat FADD-/- TNF necroptosis rescue, ATP luminescence, 24 h; 0 = TNF only, 100 = no-TNF cells; 220,000 tested, 0.068% active; activation (protection from cell death), % at 10 µM;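 active means activation, meaning protection from cell death, of at least 50% relative to plate controls; inactive means activation below 50%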;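 further: necroptosis triggered by 40 ng/mL TNF-alpha added together with compound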
PERK inhibitor = human PERK inhibition, primary cell-based screen; Q9NZJ5; CHO PERK-DD fusion, SEAP luminescence translation reporter; inhibition, % at 5.6 µM; 220,000 tested, 0.17% active; AID 1416;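 active means inhibition above the mean inhibition of all tested compounds plus 3 SD, set separately per screening campaign, cut at about 2.9% in these data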;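 further: PERK kinase domain activated by AP20187 dimerizer at 100 nM; 0% = DMSO with dimerizer and 100% = rapamycin at 8.4 µM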
An asterisk follows results filed as active; . = no result given.

Labels used below: A = eIF4E 4G PPI; B = Cl transport mod; C = EBV gp42 block; D = Rad51 HR inh; E = m-calpain inh; F = L929 necroptosis; G = Mdm2 ligase inh; H = TNF death inh; I = PERK inhibitor
CCCc1c(C)nc(-c2ccc(C)cc2)nc1OC(=O)N(C)C
  A: -2 | B: -1.5 | C: -13 | D: 16 | E: -9 | F: 0.4 | G: -8 | H: 2.0 | I: -1.4

O=C(c1ccc(N2CC3CC(C2)c2cccc(=O)n2C3)c([N+](=O)[O-])c1)N1CCCC1 (configuration not stated)
  A: 0 | B: -0.41 | C: -12 | D: -11 | E: -16 | F: 0.8 | G: -2 | H: 1.5 | I: 0.5

C=C[C@@H]1C[C@@]1(C)[C@@H](NP(=O)(c1ccccc1)c1ccccc1)c1ccccc1
  A: -3 | B: -1.1 | C: 4 | D: 8 | E: 11 | F: -2.0 | G: . | H: -2.6 | I: 0.5

C=Cn1ccnc1P(=S)(c1c(C)nn(-c2ccccc2)c1C)c1nccn1C=C
  A: 15 | B: -2.9 | C: 0 | D: -3 | E: -5 | F: -0.4 | G: -16 | H: -1.8 | I: -1.8

Cc1cccc(N2C(=O)NC(=O)/C(=C\c3cc(C)n(-c4sc5c(c4C#N)CCCC5)c3C)C2=O)c1C
  A: 1 | B: -0.51 | C: -37 | D: 18 | E: -27 | F: -1.2 | G: -18 | H: -3.3 | I: 0.6

Cc1ccc2c(c1)C1CN(C)CCC1N2C(=O)Nc1cccc(C(F)(F)F)c1 (configuration not stated)
  A: 5 | B: . | C: -4 | D: -6 | E: -10 | F: 3.6 | G: -9 | H: 6.9 | I: -1.9

CC(=O)c1ccccc1NC(=O)C1C2CCC(O2)C1C(=O)O (configuration not stated)
  A: 7 | B: 1.1 | C: -18 | D: -4 | E: -21 | F: -0.1 | G: -17 | H: -1.0 | I: -0.7

O=C1NC(=O)C(=Cc2coc3ccc(O)cc3c2=O)C(=O)N1
  A: 4 | B: . | C: -20 | D: -3 | E: 0 | F: 0.2 | G: 10 | H: -5.5 | I: 0.7

O=C(CN1CCCC1)Nc1ccc(Cl)cc1C(=O)c1ccccc1
  A: 2 | B: 0.92 | C: -1 | D: -5 | E: -2 | F: 0.9 | G: -4 | H: 0.6 | I: -0.5

C=C(C)CN1CC[C@]23c4c5ccc(O)c4O[C@H]2c2[nH]c4ccccc4c2C[C@@]3(O)C1C5
  A: 0 | B: -1.1 | C: 2 | D: -4 | E: -1 | F: . | G: . | H: . | I: 1.5

CC(=O)OC1(Cc2ccccc2)CN2CCC1c1ccccc12 (configuration not stated)
  A: 0 | B: 0.034 | C: -8 | D: -2 | E: -9 | F: -1.0 | G: -5 | H: -1.3 | I: -0.6

O=C(CCCn1c(=O)[nH]c2cc(Cl)ccc2c1=O)N1CCC2(CC1)OCCO2
  A: 1 | B: 0.083 | C: 8 | D: . | E: 3 | F: . | G: 3 | H: 0.6 | I: -0.6

Among those listed so far, 3 have a carbonyl joined to an NH by a bond outside any ring.
Labels used below: A = eIF4E 4G PPI; B = Cl transport mod; C = EBV gp42 block; D = Rad51 HR inh; E = m-calpain inh; F = L929 necroptosis; G = Mdm2 ligase inh; H = TNF death inh; I = PERK inhibitor
Cc1ccc2c(c1)C1CN(C)CCC1N2C(=O)Nc1cccc(C(F)(F)F)c1 (configuration not stated)
  A: 5 | B: . | C: -4 | D: -6 | E: -10 | F: 3.6 | G: -9 | H: 6.9 | I: -1.9

CC(=O)c1ccccc1NC(=O)C1C2CCC(O2)C1C(=O)O (configuration not stated)
  A: 7 | B: 1.1 | C: -18 | D: -4 | E: -21 | F: -0.1 | G: -17 | H: -1.0 | I: -0.7

O=C(CN1CCCC1)Nc1ccc(Cl)cc1C(=O)c1ccccc1
  A: 2 | B: 0.92 | C: -1 | D: -5 | E: -2 | F: 0.9 | G: -4 | H: 0.6 | I: -0.5

Entries of single compounds, looked up by structure:
Shown for CC(=O)OC1(Cc2ccccc2)CN2CCC1c1ccccc12 (configuration not stated) → eIF4E 4G PPI = 0; Cl transport mod = 0.034; EBV gp42 block = -8; Rad51 HR inh = -2; m-calpain inh = -9; L929 necroptosis = -1.0; Mdm2 ligase inh = -5; TNF death inh = -1.3; PERK inhibitor = -0.6
Shown for O=C(c1ccc(N2CC3CC(C2)c2cccc(=O)n2C3)c([N+](=O)[O-])c1)N1CCCC1 (configuration not stated) → eIF4E 4G PPI = 0; Cl transport mod = -0.41; EBV gp42 block = -12; Rad51 HR inh = -11; m-calpain inh = -16; L929 necroptosis = 0.8; Mdm2 ligase inh = -2; TNF death inh = 1.5; PERK inhibitor = 0.5

Not all compounds are listed, so the mix of outcomes need not match the whole.
